Screening data from PubChem.
M17LAP inhibition: P. falciparum M17LAP inhibitors, primary screen, biochemical, fluorogenic H-Leu-NHMec substrate, 1536-well (AID 1619); Leucine aminopeptidase (Plasmodium falciparum (isolate 3D7)); recombinant M17LAP, H-Leu-NHMec fluorogenic kinetic assay; higher % means a stronger effect; one-dose inhibition, % at 30 µM; IC50 in µM for titrated hits; hit rate 0.38% among 220,000;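 active means compound inhibiting the enzyme by more than half at any dose during confirmatory dose-response retesting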;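 further: plate controls were full reaction with DMSO carrier for no effect and no enzyme background for full effect; strong numbers were not always called active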
XIAP antagonists: XIAP antagonists, biochemical, IAP family, fluorescence polarization (AID 1018); E3 ubiquitin-protein ligase XIAP (Homo sapiens); XIAP BIR domain, fluorescence polarization peptide displacement; higher % means a stronger effect; one-dose displacement, % at 20 µM; IC50 in µM for titrated hits; hit rate 0.007% among 200,000; in the data active means displacement above about 50%; further: a part of the inactive calls stands beside numbers as strong as those of hits
M1AAP inhibition: P. falciparum M1AAP inhibitors, biochemical, fluorogenic H-Leu-NHMec substrate, 1536-well (AID 1445) | one-dose inhibition, % at 30 µM; IC50 in µM for titrated hits | hit rate 0.42% among 220,000 | recombinant M1AAP, H-Leu-NHMec fluorogenic kinetic assay; higher % means a stronger effect;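 active means primary inhibition above the hit cutoff, then over 50% inhibition at one or more dose response concentrations, cut at about 23% in these data, passing the limit was not always enough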;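 further: plate controls were DMSO full reaction for no effect and no enzyme background for full effect; strong numbers were not always called active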
human PMI inhibitors: human PMI inhibitors, high substrate, primary screen, biochemical, fluorescence intensity, high mannose 6-phosphate (AID 1220). Mannose-6-phosphate isomerase (Homo sapiens). recombinant PMI enzyme, coupled fluorescence intensity; higher % means a stronger effect. inhibition, % at 20 µM, or IC50 in µM where a hit was titrated. hit rate 0.66% among 190,000
TNAP activators: human TNAP enzyme activators, primary screen, biochemical, luminescent, no phosphate acceptor, uHTS (AID 1001). Alkaline phosphatase, tissue-nonspecific isozyme (Homo sapiens). purified TNAP, luminescent activation assay, no phosphate acceptor; higher activation fold means a stronger effect. activation fold at 20 µM, or EC50 in µM where a hit was titrated. hit rate 0.03% among 200,000; in the data active means activation fold from about 3, or a potency from the dose series; inactive means the rest, 99 in 100 with activation fold below about 1.6; further: many of its hits are not listed in these tables
LYP phosphatase: inhibitors of LYP phosphatase, biochemical, fluorescence intensity, uHTS (AID 1779) | Tyrosine-protein phosphatase non-receptor type 22 (Homo sapiens) | recombinant LYP phosphatase, fluorescence intensity; higher % means a stronger effect | one-dose inhibition, % at 11.5 µM; IC50 in µM for titrated hits | hit rate 0.054% among 290,000;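 further: plate controls were vehicle with enzyme for no effect and no enzyme for full effect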
human PMI inhibition: inhibitors of human PMI, primary screen, biochemical, fluorescence intensity, coupled assay (AID 1209). purified PMI enzyme, coupled fluorescence intensity; higher % means a stronger effect. inhibition, % at 20 µM; hits with a dose series show IC50 in µM. hit rate 0.42% among 190,000;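 further: plate controls were DMSO vehicle for no effect and wells lacking substrate for full effect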
CSM14.1 death rescue: rescue of cells from ER stress-induced death, primary screen, 384-well, CSM14.1, thapsigargin, ATP luminescence (AID 1222); 190,000 tested, under 10 active; one-dose cellular ATP content (survival), % at 20 µM; EC50 in µM for titrated hits; CSM14.1 thapsigargin-induced death rescue, ATP luminescence; higher % means a stronger effect;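 active means EC50 below 50 µM in the dose-response confirmation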;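 further: death triggered by thapsigargin at about 15 µM added after 2 h compound pretreatment; cell ATP read after overnight thapsigargin exposure of roughly 18 to 22 hours; normalized against plate controls of thapsigargin alone and 5% DMSO vehicle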
Myeloid diff MLP: induction of myeloid progenitor differentiation, primary screen, cell-based, flow cytometry, MLPCN library | calls only at 10 µM | hit rate 1% among 360,000 | ER-HoxA9 myeloid progenitors, lysozyme-GFP differentiation;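 active means normalized GFP-positive differentiation at or above the plate's own cutoff, the solvent-only control mean plus 3 SD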;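 further: cells exposed to compound for four days before flow analysis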
Myeloid diff MLP GFP+ MAC1+ %: also measured in Myeloid diff MLP; calls as there; GFP+ MAC1+ double positive, %; measured here: differentiation confirmed by MAC1 staining
Active calls of the source: *. Unless noted, no stated cut-off is given here; in the data, active means inhibition above about 50%; inactive means the rest.

How did COC(=O)c1cc(OC)c(OC)cc1NC(=O)CCCCCN1C(=O)CCC1=O do in these assays?
M17LAP inhibition: -7%; XIAP antagonists: -2.7%; M1AAP inhibition: 2%; human PMI inhibitors: 6%; TNAP activators: 1.1; LYP phosphatase: -1%; human PMI inhibition: 4%; Myeloid diff MLP: inactive; Myeloid diff MLP GFP+ MAC1+ %: 0.4

Results for COC(=O)CSc1nc2cc(C)cc(C)c2cc1C#N ?
M17LAP inhibition: -6%; XIAP antagonists: 3.1%; M1AAP inhibition: -2%; human PMI inhibitors: 4%; TNAP activators: 1.1; LYP phosphatase: -9%; human PMI inhibition: 1%; CSM14.1 death rescue: 1.7%; Myeloid diff MLP: inactive; Myeloid diff MLP GFP+ MAC1+ %: 1.6

How did O=C(CSc1nnc(-c2ccccn2)n1-c1ccc(Cl)cc1)Nc1ccc2c(c1)OCO2 do in these assays?
M17LAP inhibition: 9%; XIAP antagonists: -4.3%; M1AAP inhibition: -3%; human PMI inhibitors: 1%; TNAP activators: 1; LYP phosphatase: -7%; human PMI inhibition: 9%; CSM14.1 death rescue: -1.9%; Myeloid diff MLP: inactive; Myeloid diff MLP GFP+ MAC1+ %: 2.8

How did O=C(c1ccccc1)c1cn[nH]c1-c1ccccc1O do in these assays?
M17LAP inhibition: 24%; XIAP antagonists: -9.9%; M1AAP inhibition: 10%; human PMI inhibitors: 0%; TNAP activators: 0.2; LYP phosphatase: 4%; human PMI inhibition: -7%; CSM14.1 death rescue: -1.1%; Myeloid diff MLP: inactive; Myeloid diff MLP GFP+ MAC1+ %: 0.7

What do the screens show for `O=C1N2CCSC2=NC1(NS(=O)(=O)c1ccccc1)C(F)(F)F` (stereo not drawn)?
M17LAP inhibition: 16%; XIAP antagonists: -7.5%; M1AAP inhibition: -7%; human PMI inhibitors: 2%; TNAP activators: 1.1; LYP phosphatase: -9%; human PMI inhibition: 7%; CSM14.1 death rescue: -0.5%; Myeloid diff MLP: inactive; Myeloid diff MLP GFP+ MAC1+ %: 1.1

What do the screens show for `Clc1ncc(CN2CCN(c3ccccc3)CC2)s1`?
M17LAP inhibition: -3%; XIAP antagonists: -5.2%; M1AAP inhibition: 13%; human PMI inhibitors: 3%; TNAP activators: 1.1; LYP phosphatase: 2%; human PMI inhibition: -8%; CSM14.1 death rescue: -0.8%; Myeloid diff MLP: inactive; Myeloid diff MLP GFP+ MAC1+ %: 0.0

Results for O=C(O)CCNS(=O)(=O)c1ccc(Oc2ccccc2)cc1 ?
M17LAP inhibition: 13%; XIAP antagonists: -1.8%; M1AAP inhibition: -1%; human PMI inhibitors: 6%; TNAP activators: 1; LYP phosphatase: 0%; human PMI inhibition: 10%; CSM14.1 death rescue: 0.6%; Myeloid diff MLP: inactive; Myeloid diff MLP GFP+ MAC1+ %: 12

What do the screens show for `O=C(NCc1ccncc1)Nc1cc(Cl)ccc1Cl`?
M17LAP inhibition: -3%; XIAP antagonists: -7.9%; M1AAP inhibition: 3%; human PMI inhibitors: 11%; TNAP activators: 1.1; LYP phosphatase: -10%; human PMI inhibition: 8%; CSM14.1 death rescue: 0.3%; Myeloid diff MLP: inactive; Myeloid diff MLP GFP+ MAC1+ %: 0.2

What do the screens show for `Cn1nnc2cc(C(=O)NC3CC3)ccc21`?
M17LAP inhibition: -8%; XIAP antagonists: -8.7%; M1AAP inhibition: -4%; human PMI inhibitors: -5%; TNAP activators: 1.1; LYP phosphatase: 21%; human PMI inhibition: 1%; CSM14.1 death rescue: 0.2%; Myeloid diff MLP: inactive; Myeloid diff MLP GFP+ MAC1+ %: 0.8

How did Cc1nn(-c2ccccc2)c(C)c1/C=C/C(=O)OCC(=O)Nc1ncc(Cl)cc1Cl do in these assays?
M17LAP inhibition: 0%; XIAP antagonists: -11%; M1AAP inhibition: 7%; human PMI inhibitors: 19%; TNAP activators: 1.1; LYP phosphatase: -1%; human PMI inhibition: 21%; CSM14.1 death rescue: -0.5%; Myeloid diff MLP: inactive; Myeloid diff MLP GFP+ MAC1+ %: 0.7

Results for CC(C)(C)NC(=O)CSc1nc2scc(-c3ccccc3)c2c(=O)[nH]1 ?
M17LAP inhibition: 15%; XIAP antagonists: -8.5%; M1AAP inhibition: 5%; human PMI inhibitors: -7%; TNAP activators: 1; LYP phosphatase: -1%; human PMI inhibition: -7%; CSM14.1 death rescue: -5.9%; Myeloid diff MLP: inactive; Myeloid diff MLP GFP+ MAC1+ %: 0.5

What do the screens show for `COc1ccc(C2SCC(C(=O)O)N2C(C)=O)cc1` (stereo not drawn)?
M17LAP inhibition: -6%; XIAP antagonists: -5.4%; M1AAP inhibition: 9%; human PMI inhibitors: -8%; TNAP activators: 1; LYP phosphatase: -9%; human PMI inhibition: -6%; CSM14.1 death rescue: -2.1%; Myeloid diff MLP: inactive; Myeloid diff MLP GFP+ MAC1+ %: 7.9

How did CN(C(=O)Nc1ccc(Cl)cc1)c1c2c(nn1C)CCCC2 do in these assays?
M17LAP inhibition: 2%; XIAP antagonists: -1.8%; M1AAP inhibition: -2%; human PMI inhibitors: -2%; TNAP activators: 1; LYP phosphatase: -12%; human PMI inhibition: -12%; CSM14.1 death rescue: -1.7%; Myeloid diff MLP: inactive; Myeloid diff MLP GFP+ MAC1+ %: 1.9

How did O=C(Cn1nc(C(F)(F)F)c2c1CCC2)NCc1ccc(F)cc1 do in these assays?
M17LAP inhibition: -10%; XIAP antagonists: -5.8%; M1AAP inhibition: 7%; human PMI inhibitors: 0%; TNAP activators: 1.1; LYP phosphatase: -4%; human PMI inhibition: 10%; CSM14.1 death rescue: -2.1%; Myeloid diff MLP: inactive; Myeloid diff MLP GFP+ MAC1+ %: 0.9

What do the screens show for `CCSc1nc2c([nH]c3ccccc32)c(=O)n1C`?
M17LAP inhibition: 7%; XIAP antagonists: -4.5%; M1AAP inhibition: -3%; human PMI inhibitors: 12%; TNAP activators: 1.1; LYP phosphatase: -10%; human PMI inhibition: 16%; CSM14.1 death rescue: 1.4%; Myeloid diff MLP: inactive; Myeloid diff MLP GFP+ MAC1+ %: 1.9

Results for O=C(Nc1cccc(Cl)c1)c1ccc(F)c(S(=O)(=O)N2CCN(c3ccccn3)CC2)c1 ?
M17LAP inhibition: 1%; XIAP antagonists: 3.7%; M1AAP inhibition: 10%; human PMI inhibitors: 13%; TNAP activators: 1.1; LYP phosphatase: 9%; human PMI inhibition: 12%; CSM14.1 death rescue: -1.4%; Myeloid diff MLP: inactive; Myeloid diff MLP GFP+ MAC1+ %: 0.2

What do the screens show for `COc1ccc(OC)c(C(=O)CSc2nccc(-c3ccc(Br)cc3)n2)c1`?
M17LAP inhibition: 6%; XIAP antagonists: -1.7%; M1AAP inhibition: 5%; human PMI inhibitors: 11%; TNAP activators: 1; LYP phosphatase: -3%; human PMI inhibition: 10%; CSM14.1 death rescue: -1.1%; Myeloid diff MLP: inactive; Myeloid diff MLP GFP+ MAC1+ %: 10

How did Brc1ccc2c(c1)[C@H]1OCC[C@H]1[C@@H](c1cccs1)N2 do in these assays?
M17LAP inhibition: 12%; M1AAP inhibition: 5%; LYP phosphatase: -6%; Myeloid diff MLP: inactive; Myeloid diff MLP GFP+ MAC1+ %: 0.1

Results for COc1ccc(-c2nnc(SCC(=O)NNC(=O)c3ccc(C)cc3)o2)cc1 ?
M17LAP inhibition: -5%; XIAP antagonists: -2.1%; M1AAP inhibition: 10%; human PMI inhibitors: -6%; TNAP activators: 1.2; LYP phosphatase: -6%; human PMI inhibition: 2%; CSM14.1 death rescue: -1.1%; Myeloid diff MLP: inactive; Myeloid diff MLP GFP+ MAC1+ %: 0.6

How did CCc1cc2c(=O)c(-c3nc4ccccc4n3C)c(C)oc2c(CN2CCCCC2)c1O do in these assays?
M17LAP inhibition: -15%; M1AAP inhibition: 8%; LYP phosphatase: -2%; Myeloid diff MLP: inactive; Myeloid diff MLP GFP+ MAC1+ %: 0.6

Brought forward from above: two compounds, then new ones.
Results for COc1ccc(-c2nnc(SCC(=O)NNC(=O)c3ccc(C)cc3)o2)cc1 ?
M17LAP inhibition: -5%; XIAP antagonists: -2.1%; M1AAP inhibition: 10%; human PMI inhibitors: -6%; TNAP activators: 1.2; LYP phosphatase: -6%; human PMI inhibition: 2%; CSM14.1 death rescue: -1.1%; Myeloid diff MLP: inactive; Myeloid diff MLP GFP+ MAC1+ %: 0.6

How did CCc1cc2c(=O)c(-c3nc4ccccc4n3C)c(C)oc2c(CN2CCCCC2)c1O do in these assays?
M17LAP inhibition: -15%; M1AAP inhibition: 8%; LYP phosphatase: -2%; Myeloid diff MLP: inactive; Myeloid diff MLP GFP+ MAC1+ %: 0.6

What do the screens show for `CCCc1[nH]nc2c1C(Cc1ccccc1)C(C#N)=C(N)O2` (stereo not drawn)?
M17LAP inhibition: 29%; XIAP antagonists: 1.1%; M1AAP inhibition: 6%; human PMI inhibitors: 14%; TNAP activators: 1; LYP phosphatase: 3%; human PMI inhibition: 12%; CSM14.1 death rescue: -1.8%; Myeloid diff MLP: inactive; Myeloid diff MLP GFP+ MAC1+ %: 1.1

How did COc1ccc(S(=O)(=O)Cc2ccc(C(=O)NCCc3ccc(S(N)(=O)=O)cc3)o2)cc1 do in these assays?
M17LAP inhibition: 1%; XIAP antagonists: -7.5%; M1AAP inhibition: 2%; human PMI inhibitors: 6%; TNAP activators: 1.1; LYP phosphatase: -7%; human PMI inhibition: 8%; CSM14.1 death rescue: 2.5%; Myeloid diff MLP: inactive; Myeloid diff MLP GFP+ MAC1+ %: 3.5

What do the screens show for `CC(C)(C)c1cc(C(=O)NC2CC2)n(Cc2ccc(F)cc2)n1`?
M17LAP inhibition: 2%; M1AAP inhibition: 3%; LYP phosphatase: -2%; Myeloid diff MLP: inactive; Myeloid diff MLP GFP+ MAC1+ %: 0.9

What do the screens show for `Cc1ccc(-n2nc(C(=O)N/N=C/c3cccc(C(F)(F)F)c3)c3ccccc3c2=O)cc1C`?
M17LAP inhibition: 9%; XIAP antagonists: -4.6%; M1AAP inhibition: 2%; human PMI inhibitors: 10%; TNAP activators: 0.9; LYP phosphatase: 5%; human PMI inhibition: 8%; CSM14.1 death rescue: -0.7%
